# Screening data (PubChem)
# D2 PAM = HTS Assay for Positive Allosteric Modulators of the Human D2 Dopamine Receptor: Primary Screen for Potentiators. D(2) dopamine receptor (Homo sapiens), P14416. HEK293 T-REx D2, calcium flux, EC20 dopamine potentiation. potentiation, % at 10 µM. 340,000 compounds, 0.34% hits. AID 485347, 2010;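 active = potentiation over 3 SD above the plate norm, cut at about 30% in these data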; also: 0% is about no effect
#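 Tetracycline-induced HEK293 T-REx cells force-coupled to calcium signalling expressed D2; compounds were pin-added after a 10 s baseline, read kinetically 180 s, then an EC20 dopamine challenge followed with a further 180 s calcium read.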
# D1 agonist = Allosteric Agonists of the Human D1 Dopamine Receptor: qHTS. D(1A) dopamine receptor (Homo sapiens), P21728. HEK293 T-REx D1 cells, calcium flux, agonist mode. activation, % at 2 µM. 360,000 compounds, 1% hits. AID 504660, 2011; also: 0% is about no effect
#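 Agonism was scored from calcium flux recorded over 180 s (1 read/s) after pintool compound addition, following a 10-cycle baseline. Cells were inducible force-coupled HEK293 TREx D1, plated overnight at 30 C and loaded with no-wash calcium dye.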
# D1 antagonist = Antagonist of Human D 1 Dopamine Receptor: qHTS. D(1A) dopamine receptor (Homo sapiens), P21728. HEK293 TREx D1 cells, calcium flux, dopamine EC80; stronger effect = lower value. activity change, negative = inhibition, % at 10 µM. 360,000 compounds, 3.2% hits. AID 504652, 2011; in the data active = activity change below about -30%; also: % is scaled to controls: 0 for no effect and ±100 for the full control effect
#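 Inducible Hek293 Trex D1 cells (tetracycline, overnight, 30 C). Calcium dye 30–90 min RT. Antagonist mode: EC80 dopamine added after 180 s compound read.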
# D2 agonist = HTS Assay for Allosteric Agonists of the Human D2 Dopamine Receptor: Primary Screen for Agonists | D(2) dopamine receptor (Homo sapiens), P14416 | HEK293 T-REx D2 cells, calcium flux agonist mode | activation, % at 2 µM | 340,000 compounds, 0.53% hits | AID 485358, 2010;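 active = activation over 3 SD above normal in the single-dose calcium agonist read, cut at about 30% in these data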; also: 0% is about no effect
#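 HEK293 Trex D2 cells, tetracycline-induced, o/n 30 C 5% CO2; no-wash Ca dye, RT 30–90 min; 10-cycle baseline, 23 nl cpd added, kinetic Ca read 180 s; agonist hits = positive Ca response.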
# D2 antag = HTS Assay for Allosteric Antagonists of the Human D2 Dopamine Receptor: Primary Screen for Antagonists. inhibition, % at 10 µM. D(2) dopamine receptor (Homo sapiens), P14416. HEK293 TREx D2 cells, calcium flux, dopamine EC80. AID 485344, 2010. 340,000 compounds, 2% hits; in the data active = inhibition above about 30%; also: 0% is about no effect
#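 Inhibition of EC80 dopamine-driven calcium flux, recorded kinetically, defines activity here; cells are a tetracycline-induced HEK293 T-REx line expressing force-coupled D2.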
# D1 PAM = Potentiators of Human D1 Dopamine Receptor: qHTS. potentiation, % at 10 µM. D(1A) dopamine receptor (Homo sapiens), P21728. HEK293 TREx D1 cells, calcium flux, dopamine EC20 potentiation. 360,000 compounds, 0.036% hits; in the data active = potentiation above about 30%; also: 0% is about no effect
# TRHR PAM = qHTS for Small Molecule Agonists and Allosteric Enhancers of Human TRH Receptor: Primary Screen for Enhancers; Thyrotropin-releasing hormone receptor (Homo sapiens), P34981; TRHR cells, fluo-8 calcium fluorescence, EC20 TRH enhancement; enhancement, % at 2 µM; 360,000 compounds, 0.66% hits; AID 493056, 2011; in the data active = enhancement above about 30%; also: 0% is about no effect
#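 TRHR-expressing cells loaded with fluo-8 calcium dye were read kinetically (ex 480/em 530) during compound addition, then stimulated with an EC20 of TRH (10 nM final). Enhancement of the Gq-mediated intracellular calcium response was scored.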
# TRHR agonist = qHTS for Small Molecule Agonists and Allosteric Enhancers of Human TRH Receptor: Primary Screen for Agonists; Thyrotropin-releasing hormone receptor (Homo sapiens), P34981; TRHR cells, calcium flux fluo-8, FDSS agonist mode; activation, % at 2 µM; 360,000 compounds, 0.18% hits; AID 493084, 2011; also: 0% is about no effect
#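 Steps: seed TRHR cells overnight; add fluo-8 no-wash Ca dye, RT 30 min–1.5 h; record 10 s baseline; pin-transfer compounds; monitor fluorescence 1 cycle/s for the agonist window. Calcium increases flag candidate agonists.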
# RXFP1 antag = qHTS Assay for Antagonists of the Relaxin Receptor RXFP1 | HEK293-RXFP1, relaxin-stimulated cAMP HTRF, 30 min; stronger effect = lower value | activity change, negative = inhibition, % at 57.5 µM | 350,000 compounds, 0.59% hits;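 active = activity change of -60% or lower, but not beyond a set lower limit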; also: % is scaled to controls: 0 for no effect and ±100 for the full control effect
# Target sequence (Q9HBX9 whole entry, looked up): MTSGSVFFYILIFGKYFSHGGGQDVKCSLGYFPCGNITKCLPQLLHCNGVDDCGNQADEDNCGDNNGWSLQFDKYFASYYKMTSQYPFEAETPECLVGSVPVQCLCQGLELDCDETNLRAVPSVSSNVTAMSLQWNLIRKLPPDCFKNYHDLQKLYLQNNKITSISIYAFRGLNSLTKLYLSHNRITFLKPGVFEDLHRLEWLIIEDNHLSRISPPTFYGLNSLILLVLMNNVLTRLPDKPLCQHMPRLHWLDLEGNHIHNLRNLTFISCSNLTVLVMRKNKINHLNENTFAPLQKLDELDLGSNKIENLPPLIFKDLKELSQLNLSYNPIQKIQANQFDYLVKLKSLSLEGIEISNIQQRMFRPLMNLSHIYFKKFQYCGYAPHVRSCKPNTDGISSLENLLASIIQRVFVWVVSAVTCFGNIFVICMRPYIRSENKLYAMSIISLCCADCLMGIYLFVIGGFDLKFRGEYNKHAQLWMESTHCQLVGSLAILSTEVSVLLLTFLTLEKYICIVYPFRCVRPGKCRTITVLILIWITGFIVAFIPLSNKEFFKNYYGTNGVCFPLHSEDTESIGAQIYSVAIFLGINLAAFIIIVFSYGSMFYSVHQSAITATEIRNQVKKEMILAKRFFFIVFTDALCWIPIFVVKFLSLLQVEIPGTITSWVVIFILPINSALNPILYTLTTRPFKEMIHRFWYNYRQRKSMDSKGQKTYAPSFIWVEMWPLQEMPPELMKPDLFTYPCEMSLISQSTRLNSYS
# * hit, by the source's call; x = no result given. Rule as the data show it, unless noted: active = activation above about 30%; inactive = the rest.
SMILES,D2 PAM,D1 agonist,D1 antagonist,D2 agonist,D2 antag,D1 PAM,TRHR PAM,TRHR agonist,RXFP1 antag
CN(CC(=O)Nc1ccccc1Br)C(=O)c1cc2c(s1)CCCCC2,2,6,-8,-0.4,-17,-5,-3,-0.4,-17
CN1CCN(CCC(=O)N2c3ccccc3Sc3ccc(Cl)cc32)CC1,-16,5,-23,-1.2,13,-7,-6,0.3,-4
COCCCNC(=O)COc1ccc(-c2nccc(-c3ccccn3)n2)cc1,10,3,13,0.0,14,-5,-1,0.4,1
Cc1cc(NC(=O)C(C)SCC(=O)OCC(=O)N(C)c2ccccc2)no1 (configuration not stated),-5,0,-2,-1.7,-7,-6,-3,-0.1,2
CCOc1ccc(-n2c(=O)c3c(C)c(C)sc3n(Cc3c(F)cccc3Cl)c2=O)cc1,-2,1,7,-0.2,x,2,5,0.7,1
CCCn1c(C(C)Nc2nc(-c3ccc(Cl)c([N+](=O)[O-])c3)cs2)nc2ccccc21 (configuration not stated),-12,0,-6,-0.1,10,-6,-3,-0.2,x
C(=C\c1nnc(-c2cccs2)o1)/c1ccccc1,-8,3,10,0.1,3,0,-10,-0.2,-1
Cc1nc(CN2CCCCC2)cc(=O)[nH]1,14,3,1,-0.2,-16,0,0,0.9,13
Cc1c(C=O)c2ccccc2n1CCOc1ccccc1,-5,8,-17,-0.5,12,-5,-8,-1.7,0
CCN(CC(=O)NCc1ccc(F)cc1)C(=O)C1CCN(C(=O)Nc2ccccc2)CC1,6,3,-13,-0.1,-17,0,-5,0.0,-2
CCc1ccc(NC(=O)CSc2ccc(-c3sc(C)nc3C)nn2)cc1,15,10,-26,x,x,-9,-3,0.0,-1
CN1CC[C@]2(CCN3CCc4c(oc5ccccc45)[C@@H]3C2)N(C)C1=O,-11,-1,-10,9.6,25,-5,0,0.0,x
COc1ccc(C)cc1Nc1n[n+](-c2ccccc2)c(-c2cc([N+](=O)[O-])cc(OC)c2O)s1,-4,6,-15,1.1,0,-2,-6,2.2,x
C/C(=N\NC(N)=S)c1ccc(-n2ccnc2)cc1,4,1,2,0.2,-4,-2,0,-0.3,-5
CC(=O)Nc1ccc(N2C(=O)c3ccc(C(=O)Nc4nnc(SCc5ccc(F)cc5)s4)cc3C2=O)cc1,9,-2,x,6.5,-5,-2,5,0.3,-1
Cc1cc(NC(=O)COc2ccccc2)ccc1Cl,-29,4,-8,-0.4,-15,-4,-5,0.0,0
O=c1[nH]c(=O)n(Cc2ccccc2)c2c1CCC2,14,8,-10,-0.4,-8,1,0,-0.6,9
CC(=O)c1cc(-c2ccccc2)n(CC(=O)NCc2cccs2)c1C,-4,0,3,1.4,-12,11,-7,-1.9,-2
O=C(Nc1cccc(S(=O)(=O)NC2=NCCCCC2)c1)c1cc(-c2ccncc2)nc2ccccc12,6,1,-9,1.8,-4,-5,-12,0.1,5
O=C(Nc1ccc(Cl)cc1)Nc1ccc(Br)cn1,-15,1,1,0.7,2,-1,0,1.3,-4
CCn1cc([N+](=O)[O-])c(C(=O)NCc2ccc(Cl)cc2)n1,10,2,5,0.9,11,0,4,0.5,0
O=C(Nc1ccc2sc3ccccc3c(=O)c2c1)c1ccccc1Cl,6,0,4,0.3,-2,-8,9,2.2,12
CCOC(=O)c1cc(-c2ccc3c(c2)OCCO3)n[nH]1,-1,2,-17,0.5,-3,-5,1,0.9,-5
COc1ccc(CNC(=O)CC(c2ccc(OC)c(OC)c2)N2Cc3ccccc3C2=O)cc1 (configuration not stated),-14,-1,-2,1.0,x,-2,2,0.5,x
CC(C)CCNC(=O)c1cc(Sc2ccc(F)cc2F)nc2ccccc12,-12,-1,-11,x,x,-2,-4,1.0,-4
COC(=O)CSc1nc2ccc(C)cc2[nH]1,27,3,-36*,x,x,-10,-4,-0.9,-8
CCOC(=O)CSC1=C(C#N)C(c2ccc(C)cc2)C2=C(CCCC2=O)N1 (configuration not stated),4,0,3,-1.1,-3,-1,0,-1.4,-10
CCOc1cc2[nH]c(=S)n(Cc3ccc(C(=O)NCCCN(CC)CC)cc3)c(=O)c2cc1OCC,x,0,3,x,x,4,7,-0.1,4
CC#CC(=O)N1CCC(n2nccc2NC(=O)c2ccc3c(c2)OCO3)CC1,x,4,4,x,x,-3,2,-0.2,3
COc1ccc(OC)c(/C=C/C(=O)Nc2ccc3c(c2)CCC3)c1,-26,2,2,-0.6,49*,-9,-2,0.4,x
O=C(Nc1ccc2nc(SCC(=O)N3CCCC3)sc2c1)c1cccc(Br)c1,-6,5,9,x,x,0,1,0.4,-30
Cc1ccc(-c2csc3ncnc(Nc4ccc(N5CCOCC5)cc4)c23)cc1,0,6,17,0.0,-29,8,4,-0.3,-3
COc1ccc(S(=O)(=O)N2CCOCC2)cc1NC(=O)CC1CC2CCC1C2 (configuration not stated),1,0,-7,0.0,-11,-3,-3,-0.4,11
Cc1ccc(CSc2nnc3nc(C)cc(C)n23)cc1,1,0,1,0.4,-5,-3,3,-0.2,-6
CCOC(=O)c1sc(NC(=O)CSc2n[nH]c(-c3ccccc3)n2)c(C#N)c1C,2,26,-36*,1.0,39*,-2,-6,-0.2,-32
COC(=O)c1cnn2c1C(=O)N(Cc1cccs1)CC2,13,0,6,0.9,-8,0,34*,0.0,-3
NS(=O)(=O)c1cccc(NC(=O)/C=C/c2cccs2)c1,4,0,-9,0.0,17,-4,2,0.2,-7
O=C(c1ccccc1)N1CCC(c2nc(-c3ccc(S(=O)(=O)NCC4CCCO4)cc3)no2)CC1 (configuration not stated),12,7,-16,0.7,7,-4,3,-0.1,-13
CCN(C(=O)c1cc2c(=O)oc3ccccc3c2s1)c1ccc(C)c(C)c1,6,-1,-2,0.4,x,4,-7,1.4,x
N/C(=N\OC(=O)N1c2ccccc2Sc2ccccc21)c1ccccc1,2,1,6,-1.5,-2,0,-2,-1.2,0
COCCCn1c(-c2ccccc2)nc2ccccc2c1=O,8,3,8,0.1,-17,9,12,-0.1,-11
Cc1cc(NC(=O)CCS(=O)(=O)c2ccc(F)cc2)no1,17,3,1,0.4,-24,-2,0,0.0,-3
COC(=O)c1ccc(N=Nc2ccccc2)cc1,9,3,-3,1.4,-7,-3,-2,0.4,-9
CC(=O)CCC(=O)NC1CCCc2c1cnn2-c1ccc(C(C)(C)C)cc1 (configuration not stated),2,12,-37*,1.2,11,-3,2,-0.1,-1
O=C(CN1CCCC1)Nc1ccccc1Sc1ccc(Cl)cc1,15,26,50,-0.8,-6,4,-1,-0.4,-9
CCOc1ccc2nc(SCc3ccc(F)cc3)sc2c1,-7,7,18,-0.1,18,-3,-8,1.2,-16
CS(=O)(=O)N1N=C(c2cccs2)CC1c1ccccc1O (configuration not stated),-3,0,-4,-0.2,-5,-2,6,-0.6,0
CCCSCC(=O)Nc1ncc2c(n1)-c1ccccc1CC2,10,5,-17,-0.6,2,-1,0,2.2,-6
CCCCOC(=O)Nc1ccc(S(=O)(=O)Nc2cc(C)nc(C)n2)cc1,3,-1,-2,0.0,-10,-7,2,0.3,x
Cc1cccc(C(=O)NC2=NCCS2)c1,-7,2,-1,0.8,6,0,-5,0.5,-18

# One compound at a time, from the list above.
# CS(=O)(=O)N1N=C(c2cccs2)CC1c1ccccc1O (configuration not stated) in the list: D2 PAM = -3; D1 agonist = 0; D1 antagonist = -4; D2 agonist = -0.2; D2 antag = -5; D1 PAM = -2; TRHR PAM = 6; TRHR agonist = -0.6; RXFP1 antag = 0
# COCCCn1c(-c2ccccc2)nc2ccccc2c1=O in the list: D2 PAM = 8; D1 agonist = 3; D1 antagonist = 8; D2 agonist = 0.1; D2 antag = -17; D1 PAM = 9; TRHR PAM = 12; TRHR agonist = -0.1; RXFP1 antag = -11
# COC(=O)c1ccc(N=Nc2ccccc2)cc1 in the list: D2 PAM = 9; D1 agonist = 3; D1 antagonist = -3; D2 agonist = 1.4; D2 antag = -7; D1 PAM = -3; TRHR PAM = -2; TRHR agonist = 0.4; RXFP1 antag = -9

# The results go on:
SMILES,D2 PAM,D1 agonist,D1 antagonist,D2 agonist,D2 antag,D1 PAM,TRHR PAM,TRHR agonist,RXFP1 antag
O=C(O)c1ccc(Cl)c(S(=O)(=O)NC(Cc2c[nH]c3ccccc23)C(=O)O)c1 (configuration not stated),-11,2,-5,-0.9,7,-2,-5,1.2,5
Cc1cccc(NS(=O)(=O)c2ccc3c(c2)CCCN3C(=O)C2CCC2)c1C,x,8,-21,x,x,-3,-5,0.7,-25
Cc1cc(-c2nnc(SCc3cccnc3)o2)no1,-12,4,0,0.4,-20,-6,-3,0.3,-4
CCOc1ccccc1N1CCN(C2=C(NS(=O)(=O)c3cccs3)C(=O)c3ccccc3C2=O)CC1,-18,3,-12,0.7,24,6,-5,-0.3,-23
COc1cc(O)c2c(=O)cc(-c3ccccc3)oc2c1,-2,-3,15,0.1,-14,5,-3,-0.5,x
O=C(c1cc(COc2c(F)cccc2F)on1)N1CCC(c2ccncc2)CC1,20,12,-10,-1.9,-13,-2,7,-1.4,-1
CCOC(=O)c1nn(-c2ccc(C)cc2)c2nc(Nc3ccccc3)cc(=O)n12,4,0,x,-0.3,1,0,7,0.8,-8
O=C(CCn1c(=O)c2cccn2c2cccnc21)N1CCN(c2ccccc2F)CC1,1,1,-12,0.1,x,-1,0,-0.2,14
O=C(Cn1ncc2c3ccccc3n(Cc3ccccc3)c2c1=O)NCCCN1CCCC1=O,6,0,0,0.4,11,-4,14,-0.3,-17
Cc1csc(NC(=O)CCc2ccc(S(=O)(=O)N3CCOCC3)cc2)n1,x,3,x,x,x,-3,8,-0.8,-1
CCOc1cc(NC(=O)c2ccccc2OC)c(OCC)cc1NC(=O)c1ccccc1,-1,6,3,0.1,-11,-3,-1,0.3,3
COc1cc(SC)ccc1C(=O)OCC(=O)N1CCCC1,9,0,-1,-0.2,-20,6,1,0.6,-3
COc1ccc(CCNCC(O)COc2c(C)cccc2C)cc1OC (configuration not stated),-4,7,-38*,1.7,-6,-11,1,0.8,20
O=C(NCc1ccccc1Cl)c1ccc(Cn2c(SCc3ccccc3)nc3cccnc32)cc1,7,8,1,x,x,2,4,1.7,-1
O=C(CS(=O)(=O)c1cccc2nsnc12)Nc1ccc(F)cc1,11,0,-7,0.6,x,-5,1,-0.5,x
